# Dengue-2 NS5 capping: Dengue-2 NS5 methyltransferase inhibitors, primary screen, biochemical, confirmation dose response (AID 588689) | 340,000 compounds, 0.3% hits | one-dose inhibition, % at 25 µM; IC50 in µM for titrated hits | Dengue-2 NS5 methyltransferase capping enzyme assay, biochemical; higher % means a stronger effect; in the data active = a potency from the dose series; inconclusive = inhibition above about 29% without an active follow-up result
# HIV peptide binding: inhibitors of HIV fusion peptide binding, primary screen, biochemical, uHTS, fluorescence dequenching (AID 1986). cell-free peptide binding, fluorescence dequenching, 30 min; higher % means a stronger effect. inhibition, % at 20 µM, or IC50 in µM where a hit was titrated. 290,000 compounds, 0.3% hits; in the data active = inhibition mostly above about 52%, no sharp cut-off; inactive = mostly below about 76%; note: some results filed as inactive read as strong as hits
# GPR55 activation: GPR55 agonists via beta-arrestin recruitment, primary screen, imaging, U2OS cells, beta-arrestin-GFP redistribution (AID 1961); 290,000 compounds, 0.048% hits; U2OS GPR55 beta-arrestin-GFP redistribution imaging; higher % means a stronger effect; activation, % at 10 µM; hits with a dose series show EC50 in µM;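 active = activation above 40% with more than 50 cells counted in the well; inconclusive = wells holding fewer than 50 cells, flagged as toxic or sparse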;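 note: U2OS osteosarcoma cells stably expressing GPR55 and beta-arrestin-GFP; plate controls were DMSO negative control for no effect and LPI positive control for full effect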
# GPR55 LPI antagonism: inhibition of LPI-stimulated GPR55 beta-arrestin translocation – imaging, U2OS, beta-arrestin-GFP, LPI agonist, primary screen (AID 2013); U2OS GPR55 beta-arrestin-GFP translocation imaging, LPI antagonism; higher % means a stronger effect; inhibition, % at 10 µM; hits with a dose series show IC50 in µM; 290,000 compounds, 0.13% hits;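 active = spots per cell inhibited over 60%, with over 100 cells counted and total cytoplasm intensity under 500,000; inconclusive = wells with under 100 cells, flagged as likely toxic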;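 note: U2OS cells stably carrying GPR55 and arrestin-GFP stimulated by 5 µM LPI near EC80; imaged beta-arrestin-GFP aggregate spots per cell after agonist stimulation; plate controls were LPI-stimulated DMSO wells for no effect and DMSO wells without LPI for full effect; some results filed as inactive read as strong as hits; confirmed hits need IC50 under 10 µM and bright autofluorescent wells are also inconclusive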
# West Nile antiviral: inhibition of WNV-induced cytopathic effect – cell-based, CPE readout (AID 1621); West Nile virus-infected cells, CPE inhibition; higher % means a stronger effect; CPE inhibition, % at 10 µM, or IC50 in µM where a hit was titrated; 290,000 compounds, 0.02% hits; in the data active = a potency from the dose series; inconclusive = CPE inhibition mostly from about 3.7% at the one dose, without a potency; inactive = the rest, 99 in 100 with CPE inhibition below about 2.2%; note: strong numbers were not always called active
# KOR beta-arrestin-1: kappa opioid receptor activators – cell-based, luminescence, uHTS, primary screen (AID 1777); 280,000 compounds, 0.02% hits; activation, % at 10 µM; hits with a dose series show EC50 in µM; KOR beta-arrestin recruitment, luminescence; higher % means a stronger effect; in the data active = activation above about 50%, passing the limit was not always enough; note: a part of the inactive calls stands beside numbers as strong as those of hits
# KOR beta-arrestin-2: KOR antagonists, beta-arrestin recruitment, cell-based, luminescence, uHTS (AID 1778); KOR beta-arrestin recruitment, luminescence, antagonist mode; higher % means a stronger effect; inhibition, % at 10 µM; hits with a dose series show IC50 in µM; 290,000 compounds, 0.091% hits; in the data active = inhibition above about 50%; note: strong numbers were not always called active
# NOD1 NF-kB reporter: NOD1 signaling inhibitors, primary screen, cell-based, luminescence, uHTS (AID 1578). inhibition, % at 4 µM, or EC50 in µM where a hit was titrated. 290,000 compounds, 1% hits. NOD1-driven NF-kB luciferase reporter cells, luminescence; higher % means a stronger effect; in the data active = inhibition mostly above about 36%, no sharp cut-off; inactive = mostly below about 34%;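 note: HEK-293T reporter cells stimulated with the NOD1 agonist gamma-tri-DAP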
# GPR35 antagonists: inhibition of zaprinast-stimulated GPR35 beta-arrestin translocation – imaging, U2OS, beta-arrestin-GFP, zaprinast agonist, primary screen (AID 2058); U2OS GPR35 beta-arrestin-GFP translocation imaging, zaprinast antagonism; higher % means a stronger effect; inhibition, % at 10 µM; hits with a dose series show IC50 in µM; 290,000 compounds, 0.052% hits;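 active = inhibition of at least 50% with at least 30 cells and total cytoplasm GFP at most 10,000,000; inconclusive = under 30 cells or total GFP of 10,000,000 plus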
# The depositor's hits bear a star; ? = inconclusive; / = no result given; [ ] = remark or other dose.
Structure	Dengue-2 NS5 capping	HIV peptide binding	GPR55 activation	GPR55 LPI antagonism	West Nile antiviral	KOR beta-arrestin-1	KOR beta-arrestin-2	NOD1 NF-kB reporter	GPR35 antagonists
COCc1c(C(=O)OCC(=O)NCCN2C(=O)CSC2=O)oc2ccccc12	1.4%	0.1%	0.1%	1.6%	0.9%	1.5%	1.8%	-19.1%	14.3%
CC(C)c1nnc(NC(=O)c2nc(S(=O)(=O)Cc3ccc(F)cc3)ncc2Cl)s1	96µM*	3.2%	-0.1%	8.8%	0.6%	7.5%	-22.8%	23.7%	8.7%
CCCCN(C)S(=O)(=O)c1cc(Br)cc2c1N(C(=O)C1CC1)CC2	-8.8%	-3.3%	-0.1%	-13.8%	-0.7%	4.1%	-3.7%	5.0%	2.5%
Cc1[nH]c2ccccc2c1/C=C(/C#N)C(=O)NC(C)C	-4.5%	1.7%	-0.1%	13.9%	0.4%	/	16.5%[20 µM]	-21.4%	0.3%
CC(O/N=C/c1ccc(OC(F)F)cc1)C(=O)Nc1cccc(S(=O)(=O)N2CCOCC2)c1 (centres undefined)	-3.0%	0.5%	-0.2%	10.3%	-0.5%	-1.7%	-7.5%	-1.0%	-9.3%
CC1CCCC(n2cnc3cc(C(=O)O)ccc32)C1C (centres undefined)	-7.9%	-0.5%	-0.1%	5.2%	0.2%	-6.2%	37.6%	-14.0%	10.8%
COCCCn1c(SCC(=O)NNC(=O)c2cccc(O)c2)nnc1-c1ccncc1	-1.5%	0.6%	-0.2%	2.1%	0.1%	-4.4%	9.2%	-6.1%	-1.4%
O=C(NC1CC1)C1=C[C@@H](c2ccc3c(c2)OCO3)C[C@@H](OCc2ccc(CO)cc2)O1	-7.2%	-0.9%	0.5%	15.7%	-0.6%	-2.4%	-15.7%	-23.5%	14.0%

# Ordered by value in NOD1 NF-kB reporter (low to high): three of the compounds above.
SMILES	NOD1 NF-kB reporter
O=C(NC1CC1)C1=C[C@@H](c2ccc3c(c2)OCO3)C[C@@H](OCc2ccc(CO)cc2)O1	-23.5%
COCc1c(C(=O)OCC(=O)NCCN2C(=O)CSC2=O)oc2ccccc12	-19.1%
CCCCN(C)S(=O)(=O)c1cc(Br)cc2c1N(C(=O)C1CC1)CC2	5.0%

# (list continues)
Structure	Dengue-2 NS5 capping	HIV peptide binding	GPR55 activation	GPR55 LPI antagonism	West Nile antiviral	KOR beta-arrestin-1	KOR beta-arrestin-2	NOD1 NF-kB reporter	GPR35 antagonists
CC(=O)c1ccc(N2CCN(C(=O)C3CCN(S(=O)(=O)c4ccc5c(c4)CC(C)N5C(=O)C4CC4)CC3)CC2)cc1 (centres undefined)	-9.9%	1.9%	-0.4%	0.3%	-0.5%	5.9%	-20.4%	5.8%	-12.5%
Cc1ccc(NC(=S)C2=C(O)c3sccc3N(C)S2(=O)=O)cc1	-0.8%	5.7%	-0.2%	-2.2%	-0.2%	-5.1%	-8.5%	9.3%	-0.7%
CC(C)(C)NC(=O)CSc1nc(O)cc(=O)n1-c1ccccc1F	-64.8%	3.2%	0.2%	6.5%	0.5%	-5.9%	9.6%	-2.5%	5.7%
COc1ccc(C(=O)NC(=S)Nc2nc(C)cc(C)n2)cc1Br	/	-0.6%	0.0%	2.1%	-0.2%	1.8%	-21.3%	3.1%	-7.7%
Cc1ccc(-c2cc3nc(C)cc(C)n3n2)cc1	6.6%	0.3%	0.0%	-3.2%	0.3%	-5.4%	12.3%[20 µM]	-52.1%	5.9%
CCOC(=O)N1CCC(Nc2ncnc3c2cnn3-c2ccc(C)cc2C)CC1	-7.0%	-2.0%	0.9%	-2.8%	-0.5%	-1.8%	4.6%	18.4%	-1.2%
C/C=C/c1ccc(OCCCCN2CCC(C)CC2)c(OC)c1	-11.1%	0.3%	0.0%	11.9%	-1.2%	-7.5%	5.4%	-0.6%	10.8%
O=C(COC(=O)c1cccc(Cl)c1)NCCN1C(=O)CSC1=O	0.6%	1.8%	-0.2%	6.4%	-0.7%	-1.3%	2.4%	-13.7%	4.9%
COc1cc([N+](=O)[O-])ccc1NC(=S)NNC(=O)c1ccc2c(c1)OCO2	9.7%	17.7%	0.0%	-4.1%	-0.1%	-5.1%	-17.6%	15.2%	-4.7%
CCCCOc1ccc(C(C)NC(=O)CCS(=O)(=O)Cc2ccc(C)cc2)cc1 (centres undefined)	0.0%	1.6%	-0.2%	13.2%	-1.1%	-2.0%	-3.1%	-38.3%	2.8%
Cc1ccc(NC(=O)COC(=O)c2ccco2)cc1	-3.6%	-2.2%	-0.1%	2.7%	-0.1%	/	5.3%[20 µM]	-4.2%	7.9%
COC(=O)c1c(NC(=O)C2c3ccccc3Oc3ccccc32)sc(C)c1C	/	-1.3%	0.2%	2.0%	-0.3%	0.6%	-24.5%	-1.0%	6.3%
Cc1cc(=O)nc2c3ccccc3n(CC(=O)NCCCN3CCOCC3)n12	-10.4%	-1.6%	0.3%	-4.5%	0.2%	-3.3%	-5.8%	-20.2%	15.7%
COc1ccc(CN(CC2CCCO2)C(=O)CN2C(=O)C(C)Oc3ccc(C)cc32)cc1OC (centres undefined)	-4.1%	1.7%	0.4%	1.5%	1.3%	50.9%	36.1%	-20.6%	-26.2%
O=C(Nc1ccc(S(=O)(=O)N2CCCC2)cc1)C1CC(=O)N(c2ccc(F)cc2)C1 (centres undefined)	-5.7%	-0.2%	?	9.7%	0.2%	4.6%	-28.4%	-2.7%	6.9%
COc1ccccc1N(CC(=O)NCCSCc1ccc(C)cc1)S(=O)(=O)c1ccccc1	-7.2%	0.5%	-0.2%	-27.3%	-0.3%	11.4%	-74.1%	44.5%	-19.7%

# (continued)
mol	Dengue-2 NS5 capping	HIV peptide binding	GPR55 activation	GPR55 LPI antagonism	West Nile antiviral	KOR beta-arrestin-1	KOR beta-arrestin-2	NOD1 NF-kB reporter	GPR35 antagonists
C=CCn1cc(C(=O)NCCOC)c(=O)c2cc(S(=O)(=O)N(CC)CC)ccc21	-2.7%	-0.7%	-0.1%	13.7%	18.3%	-4.7%	30.2%	-26.3%	-7.6%
CSc1nc2nc3c(cc2c(=O)n1-c1cccc(C)c1)COC(C)(C)C3	/	1.3%	0.3%	-10.5%	-0.8%	8.9%	-28.8%	-11.1%	19.4%
O=C(Cc1ccc(NS(=O)(=O)c2ccc(F)cc2)cc1)NCc1cccnc1	0.8%	1.2%	0.4%	16.3%	0.1%	-0.1%	-19.9%	-18.0%	23.2%
CCOC(=O)/C(N=Nc1ccc(F)cc1)=C(/O)c1ccc([N+](=O)[O-])cc1	0.8%	-0.8%	-0.2%	-10.4%	/	-6.3%	23.6%	-33.9%	-11.3%
COc1ccc(S(=O)(=O)N2CCC(C(=O)NCc3cccs3)CC2)cc1	-9.9%	0.2%	0.2%	4.2%	-0.5%	-7.0%	-4.5%	-27.2%	-8.5%
Cn1c(CN2CCN(C(=O)c3ccco3)CC2)nc2cc([N+](=O)[O-])ccc21	-0.3%	-0.2%	0.0%	10.4%	0.3%	-4.5%	17.4%	-8.3%	-5.4%
CCN(CC)S(=O)(=O)c1ccc(C(=O)N2CCN=C2SC)cc1	-3.1%	-1.8%	-0.1%	10.4%	-0.1%	-3.9%	-1.2%	-8.3%	-11.2%
CCOC(=O)C1(Cc2ccc(OC)cc2)CCN(C(=O)c2ccoc2C)CC1	-0.8%	0.4%	1.7%	-4.4%	-1.2%	1.9%	-26.8%	-37.7%	-6.4%
CCOc1ccc(C(=O)NC2CCN(CC(=O)NCc3cccs3)CC2)cc1	-5.8%	-0.7%	-0.1%	8.7%	-1.1%	/	8.0%[20 µM]	-20.8%	3.8%
O=S(=O)(NCCc1ccccc1)c1ccc(Br)s1	-2.0%	-1.3%	0.0%	3.0%	-0.6%	7.7%	7.4%	-17.2%	-3.7%
CCCCCCCCCOC(=O)C(CC(=O)O)N1CCOCC1 (centres undefined)	-8.6%	-1.8%	0.0%	-0.7%	0.5%	3.6%	-21.1%	19.4%	2.9%
CC1=NN(C(=O)Cc2ccccc2)C(O)(c2ccccc2)C1 (centres undefined)	0.9%	-0.5%	0.1%	20.1%	0.2%	-4.4%	-8.3%	-26.3%	11.2%
O=C(Nc1ccc(NC(=O)c2ccc(S(=O)(=O)c3ccccc3)cc2)cc1)c1ccccc1	1.6%	-1.7%	-0.3%	5.2%	/	-3.7%	-7.9%	-12.2%	-5.1%
Cc1c(C(=O)OC(C)C)[nH]c2c1C(=O)CC(C)(C)C2	-4.2%	-0.6%	-0.1%	14.5%	-0.3%	0.1%	10.2%	-20.9%	-12.0%
O=C(CC1C(=O)NCCN1Cc1ccccc1F)NC1CCCCCC1 (centres undefined)	-8.0%	-1.2%	0.2%	3.2%	-0.1%	6.7%	-25.9%	-12.0%	-17.2%
Cn1cccc1CNC(=O)Nc1ccccc1	-8.8%	1.7%	-0.2%	-6.2%	0.3%	-1.9%	12.0%	-14.0%	-5.9%
COC(=O)C1=C(C)N(Cc2ccc(OC)cc2)C(=O)C1	-9.0%	0.1%	0.4%	-0.7%	0.0%	-3.4%	-56.3%	29.8%	6.4%
O=C(CNC(=O)c1ccco1)NCC(=O)OCc1ccc(Cl)cc1	1.6%	-0.7%	-0.1%	7.6%	-0.1%	-9.6%	-2.0%	8.0%	-6.0%
CCc1sc(C(=O)NC)cc1Br	-4.9%	3.1%	-0.2%	2.3%	1.1%	9.3%	18.2%	-19.3%	0.6%
CC(C)(C)n1cnc2cc(NS(=O)(=O)c3ccc(Br)cc3)ccc21	-4.1%	-1.1%	-0.1%	17.9%	0.3%	-4.7%	-10.6%	7.7%	-2.7%
O=C(Nc1cccc2cccnc12)c1cc(F)c(F)cc1Cl	2.7%	-2.8%	-0.2%	17.5%	-0.4%	1.3%	-20.8%[20 µM]	-67.5%	10.6%
COc1ccccc1Nc1nc(-c2sc(N)nc2C)cs1	-12.9%	15.3%	-0.1%	16.7%	-1.7%	-0.6%	3.0%[20 µM]	-49.7%	12.7%

# Only part of the results is shown; count on the stated rates, not on these rows.
